3T3 cytotox = NIH 3T3 cell cytotoxicity; NIH 3T3 viability, CellTiter-Glo ATP luminescence, 48-72 h; Potency, µM (titrated, usually from 96.7 µM), for the others: at the top dose activity change, negative = cytotoxicity, actives largely listed as inhibitors; 94,000 compounds, 4.3% hits; AID 1345082; also: potency is read from the fitted curve at half-maximal effect; nearly all actives have a fitted effect of over 55% in size
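First NIH 3T3 cells are plated at 400 cells/well; next compound is pinned in; then plates incubate 48 or 72 hr at 37 °C; finally CellTiter-Glo is added and luminescence read after 10 min.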
GPT2 inhibitor = blocks human glutamate pyruvate transaminase 2. 100,000 compounds, 0.25% hits. Recombinant GPT2, coupled pyruvate oxidase/HRP Amplex Red fluorescence. AID 1671188. Potency, µM (highest dose often 57.7 µM), for the others: at the top dose activity change, negative = inhibition, hits mostly inhibitors. Q8TD30; also: potency is read from the fitted curve at half-maximal effect; nearly all actives have a fitted effect of over 60% in size; many of its hits are not listed in these tables
Target sequence (Q8TD30 whole entry, looked up): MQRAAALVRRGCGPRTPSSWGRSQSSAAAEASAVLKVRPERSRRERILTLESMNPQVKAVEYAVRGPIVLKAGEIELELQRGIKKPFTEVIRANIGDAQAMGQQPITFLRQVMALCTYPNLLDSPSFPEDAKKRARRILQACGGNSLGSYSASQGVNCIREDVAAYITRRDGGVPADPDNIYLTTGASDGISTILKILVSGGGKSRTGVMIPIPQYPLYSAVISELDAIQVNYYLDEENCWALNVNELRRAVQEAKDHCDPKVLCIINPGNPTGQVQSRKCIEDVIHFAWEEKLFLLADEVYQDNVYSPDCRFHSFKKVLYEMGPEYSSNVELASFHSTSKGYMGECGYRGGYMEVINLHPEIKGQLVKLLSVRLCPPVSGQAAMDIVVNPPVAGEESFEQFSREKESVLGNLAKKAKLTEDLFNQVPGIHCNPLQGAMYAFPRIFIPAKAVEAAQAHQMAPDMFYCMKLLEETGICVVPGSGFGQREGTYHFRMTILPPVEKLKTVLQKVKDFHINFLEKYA
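Fluorescence read-out: pyruvate from GPT2 turnover coupled to pyruvate oxidase, HRP and Amplex Red (0.2mM ThPP, 0.2U/mL PO and HRP, 50uM Amplex final). Substrates 250uM a-KG, 2mM L-alanine; enzyme 10ng/uL; 30 min RT.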
FLuc inh = blocks purified firefly luciferase enzyme activity; purified P. pyralis luciferase, luminescence, biochemical; Potency, µM (titrated, usually from 115 µM), for inactives: top-dose activity change, negative = inhibition, actives largely listed as inhibitors; 76,000 compounds, 2.5% hits; also: potency is read from the fitted curve at half-maximal effect; nearly all actives have a fitted effect of over 65% in size
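Inhibitors were tested against purified firefly luciferase in a biochemical, low-substrate format (both substrates at 10uM) and luminescence measured with a CCD imager.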
SNCA viab count = cell viability loss counter-screen. Potency, µM (top dose mostly 57.1 µM), inactives show at the highest dose activity change, negative = cytotoxicity, actives largely listed as cytotoxic. 150,000 compounds, 0.12% hits. HEK-293-SNCA-luc viability, GF-AFC fluorescence, 24 h. AID 1671193;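 also: potency is read from the fitted curve at half-maximal effect; 0% = DMSO-treated cells and -100% = medium-only wells without cells; nearly all actives have a fitted effect of over 30% in size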
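HEK-293-SNCA-luc cells (1500/well) plated 24 h, then exposed 24 h to a dilution series; GF-AFC added 30 min at 37C, fluorescence 405/540 nm; normalised to medium-only and DMSO wells, Hill fit.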
HEK293 tox = kills HEK 293 cells; HEK 293 viability, ATP luminescence (CellTiter-Glo), 48-72 h; 94,000 compounds, 6.6% hits; AID 1345083; Potency, µM (series often up to 115 µM), for inactives: top-dose activity change, negative = cytotoxicity, most hits filed as inhibitors; also: potency is read from the fitted curve at half-maximal effect; nearly all actives have a fitted effect of over 60% in size
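Viability of HEK 293 cells, plated at 250 cells/well, was judged by cellular ATP after compound treatment for 48 or 72 hr. Luminescence was imaged 10 min after CellTiter-Glo addition at room temperature.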
SNCA expr inh = reduces expression of the alpha-synuclein gene; Potency, µM (top dose mostly 57.2 µM), for the others: at the top dose activity change, negative = inhibition, most hits filed as inhibitors; HEK-293 SNCA-luciferase knock-in, luminescence, 24 h; 140,000 compounds, 0.17% hits;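 also: potency is read from the fitted curve at half-maximal effect; plate controls were DMSO cells for no effect and cell-free wells for full effect; nearly all actives have a fitted effect of over 45% in size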
IP6K1 inh = IP6K1 kinase inhibition; Q92551; IP6K1 kinase, ADP-Glo luminescence, 2 h; stronger effect = lower value; activity change, % (series mostly up to about 58 µM); 140,000 compounds, 0.81% hits; in the data active = activity change below about -25%
Target sequence (Q92551 whole entry, looked up): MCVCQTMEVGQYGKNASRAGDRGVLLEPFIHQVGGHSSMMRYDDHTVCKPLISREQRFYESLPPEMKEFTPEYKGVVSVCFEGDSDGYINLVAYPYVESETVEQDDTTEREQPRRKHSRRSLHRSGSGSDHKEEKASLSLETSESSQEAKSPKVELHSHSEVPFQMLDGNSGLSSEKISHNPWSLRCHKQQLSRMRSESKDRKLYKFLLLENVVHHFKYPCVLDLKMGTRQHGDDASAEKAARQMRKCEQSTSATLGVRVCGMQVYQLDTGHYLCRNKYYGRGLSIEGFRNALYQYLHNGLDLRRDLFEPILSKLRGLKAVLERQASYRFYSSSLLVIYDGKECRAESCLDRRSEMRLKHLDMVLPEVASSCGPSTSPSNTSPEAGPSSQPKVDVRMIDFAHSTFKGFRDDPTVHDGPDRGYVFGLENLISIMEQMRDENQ
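ADP-Glo luminescence measures ADP made by human IP6K1 during a 2 h RT reaction with ATP/IP6 (mix at 1.3 mM/130 uM); top library doses 57.5 and 19.1 uM final.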
Active calls of the source: *; i = inactive; ? = inconclusive; . = no result given; [ ] = remark or other dose. Unless noted, calls follow the shape of the dose curve; as a rule, active = well fitted curve in the direction sought with a large enough effect; inconclusive = small, poorly fitted or top-dose-only effect, or another doubt; inactive = no such curve, though single readings can be large; an effect the other way counts as inactive or inconclusive. Unless noted, % is scaled to controls: 0 for no effect and ±100 for the full control effect.

#1 CCCN(CCC)CCc1cccc2c1CC(=O)N2
#2 COCC(=O)N1CCN2C(=O)N(C)C[C@H]2C1
#3 CN1CCC2(C1)CN(CC1CCOCC1)c1ccc(C(=O)NCc3ccccc3)cc12 (stereo not given)
#4 O=C(c1cc(C2CC2)nc2onc(C3CCNCC3)c12)N1CCCCC1
#5 CCOc1ccccc1-c1noc(CSc2nnc(-c3ccccc3)n2-c2cccc(C)c2)n1
#6 COCCCn1c(C)cnc1C1CCN(S(=O)(=O)Cc2ccccc2)C1 (stereo not given)
#7 CCc1cccc(NC(=O)c2ccc3c(c2)N(Cc2cccc(Cl)c2)C(=O)c2ccccc2S3=O)c1 (stereo not given)
#8 OCC1(CCCc2ccccc2)CCN(Cc2cccc(-n3cccn3)c2)CC1
Screen / compound no. | 1 | 2 | 3 | 4 | 5 | 6 | 7 | 8
3T3 cytotox | . | -2%[174 µM] | ? | -4% | . | -12% | . | ?
GPT2 inhibitor | -3% | i | 0%[88.5 µM] | -5% | . | i | . | -7%
FLuc inh | . | -6%[230 µM] | -12%[172 µM] | . | . | 0% | . | 2%
SNCA viab count | 0% | -8%[87.6 µM] | 3%[87.6 µM] | 3% | -13% | 1% | 4% | -5%
HEK293 tox | . | i | ? | 4% | . | -3% | . | ?
SNCA expr inh | 1% | 0%[87.6 µM] | -11%[87.6 µM] | 20% | 22% | -5% | 29% | -14%
IP6K1 inh | 11 | -5 | 3 | -5 | -10 | 17 | -8 | 1

#9 Cc1ccc(CN2CCSc3ccc(C(=O)N4CCN(c5cc(C)ccc5C)CC4)cc32)cc1
#10 C#CCNC(=O)[C@H]1O[C@H](CCN(CCOC)CCOC)CC[C@@H]1O
#11 CC(C)c1nc2c(c(-c3ccc(O)cc3)n1)CN(C(=O)c1ccccc1F)CC2
#12 CCO[C@H]1CN(C(=O)Cn2ncc3ccccc3c2=O)C[C@@H]1O
#13 O=C(NCc1cccc(Cl)c1)C1CCN(C(=O)c2ncn3c2COC(c2ccccc2)C3)CC1 (stereo not given)
#14 Cn1ncc2c(C(=O)NCc3cccs3)cc(-c3ccc(Cl)nc3)nc21
#15 Cc1ccc(N2Cc3c(ncnc3N3CCC(O)CC3)CN(C)C2=O)cc1
#16 COc1ccc(NC(=O)NC[C@H]2O[C@@H]3C[C@@H](CC(=O)NCc4cnn(C)c4)O[C@@H]3[C@@H]2O)cc1
Screen / compound no. | 9 | 10 | 11 | 12 | 13 | 14 | 15 | 16
3T3 cytotox | . | -10%[174 µM] | -9% | 0% | -19% | ? | -9% | -2%
GPT2 inhibitor | . | i | i | ? | i | ? | i | ?
FLuc inh | . | 2%[172 µM] | -6% | -6% | 20µM* | . | 10% | -5%
SNCA viab count | -8% | -6%[87.6 µM] | 5% | -12% | 16% | -11% | -6% | 6%
HEK293 tox | . | 0%[172 µM] | 4% | -2% | 1% | ? | 3% | 3%
SNCA expr inh | 18% | 31%[activator][87.6 µM] | -7% | -17% | 34%[activator] | -4% | 5% | 5%
IP6K1 inh | -11 | 16 | -7 | 33 | -6 | 12 | -9 | 13

#17 CCc1nnc(CNC(=O)c2cc(S(N)(=O)=O)ccc2F)s1
#18 Cc1ccc(-c2cc(N3CCCN(C(=O)COc4ccccc4)CC3)n[nH]2)cc1C
#19 CCS(=O)(=O)Nc1ccc(C)n(CC(=O)NC(C)c2ccccc2)c1=O (stereo not given)
#20 Cc1ccc(S(=O)(=O)c2c(Nc3ccc(C)c(C)c3)sc(C(=O)c3ccc4c(c3)OCO4)c2N)cc1
#21 COc1ccccc1C(=O)N1CCC2(CN[S+](=O)([O-])c3cccnc3O2)C1 (stereo not given)
#22 O=C(Cn1nc2n(c1=O)CCCCC2)NCc1ccc(F)cc1
#23 Cc1ccc(C(=O)Nc2ccccc2F)cc1S(=O)(=O)N1CCOCC1
#24 COc1ccc(NC(=O)C2CCCN(S(=O)(=O)c3ccc4c(c3)CCCC(=O)N4)C2)cc1OC (stereo not given)
Screen / compound no. | 17 | 18 | 19 | 20 | 21 | 22 | 23 | 24
3T3 cytotox | -5% | ? | -14% | . | 2% | i | . | .
GPT2 inhibitor | -23% | ? | 0% | . | -6% | 5% | . | .
FLuc inh | -4% | -1% | 0% | . | . | 7% | . | .
SNCA viab count | 4% | -7% | 14% | -11% | -3% | 5% | -16% | 1%
HEK293 tox | -22% | ? | -2% | . | i | 14% | . | .
SNCA expr inh | -9% | 37%[activator] | 0% | 2% | -9% | 7% | 71%[activator] | 10%
IP6K1 inh | 12 | 6 | 11 | 6 | 1 | 13 | 5 | 5

#25 O=C(Cn1c(=O)c2ccccc2n(CC(=O)Nc2ccc(F)cc2F)c1=O)NCCc1ccccc1
#26 CN1C(=O)C(CC(=O)N2CCC(N)CC2)(Cc2ccccc2)c2ccccc21 (stereo not given)
#27 CC[C@H]1CN(C(=O)C2CC2)CC[C@H]1CC(=O)N1CCC(C(=O)OC)CC1
#28 COc1cccc(CN2CCC3(CC2)OCCN(C)C3=O)c1
#29 COc1cccc(-c2cc(C(=O)NCc3ccccc3)[nH]n2)c1
#30 O=C1CCN(S(=O)(=O)c2ccc3c(c2)CCC3)CCCC(C(=O)NCc2ccccc2)CCN1 (stereo not given)
#31 CCCN1C[C@@H](CO)[C@H](c2nc(CCOC)no2)C1
#32 CC(C)N1C(=O)C2(CCCC2)C1C(=O)NC1CCCCC1 (stereo not given)
Screen / compound no. | 25 | 26 | 27 | 28 | 29 | 30 | 31 | 32
3T3 cytotox | . | -1% | -26%[138 µM] | . | . | -2% | -8% | i
GPT2 inhibitor | . | i | -3%[88.5 µM] | -9%[88.5 µM] | . | i | -6% | i
FLuc inh | . | 5% | -2%[172 µM] | . | . | -6% | -1% | -1%
SNCA viab count | -2% | 0% | 0%[87.6 µM] | 8%[87.6 µM] | -26% | 7% | 4% | -2%
HEK293 tox | . | 1% | 3%[172 µM] | . | . | i | -12% | -6%
SNCA expr inh | 15% | -19% | 10%[87.6 µM] | -2%[87.6 µM] | 103%[activator] | 0% | 0% | -18%
IP6K1 inh | 2 | 2 | -3 | -4 | -3 | -1 | 5 | -4

#33 CCc1ccc(NC(=O)CCn2c(-c3ccc(OC)cc3)cc(C(C)=O)c2C)cc1
#34 CCN1C(=O)Cc2ccccc2C1C(=O)NCc1ccc(OC)cc1 (stereo not given)
#35 Cc1ccc(C2Cn3nnc(C(=O)NCc4ccc(F)cc4Cl)c3CO2)cc1 (stereo not given)
#36 CC(C)=CCC/C(C)=C/CC/C(C)=C/COC1OC(COC2OCC(OC3OCC(O)C(O)C3O)C(O)C2O)C(O)C(OC2OC(C)C(OC3OC(C)C(OC4OCC(OC5OC(C)C(O)C(O)C5O)C(O)C4O)C(O)C3O)C(O)C2O)C1O (stereo not given)
#37 O=C1Nc2ccccc2CC12CN(Cc1ccc(F)c(F)c1F)C2
#38 CCC(=O)NCCc1nc2cc(NC(=O)c3cccc(Br)c3)ccc2n1C
#39 COc1cc(-c2onc(C)c2C(=O)NCCCSC)cc(OC)c1OC
#40 CCc1ccc(C(=O)N2CCCN(S(C)(=O)=O)c3ccccc32)cc1
Screen / compound no. | 33 | 34 | 35 | 36 | 37 | 38 | 39 | 40
3T3 cytotox | . | 4% | ? | . | -23% | . | 5% | -13%
GPT2 inhibitor | . | i | -7% | i[11.5 µM] | -4% | . | 4% | i
FLuc inh | . | -4% | 7% | . | . | . | -2% | -3%
SNCA viab count | -14% | -2% | 0% | ? | -1% | -4% | 6% | -3%
HEK293 tox | . | 2% | ? | . | ? | . | i | -11%
SNCA expr inh | -19% | -7% | -5% | . | -9% | ? | -16% | -14%
IP6K1 inh | -15 | 7 | 20 | -3 | -2 | -17 | -8 | -11

#41 O=C(Nc1ccc(F)c(Cl)c1)c1cc2n(n1)CC(c1ccc(Cl)cc1)OC2 (stereo not given)
#42 Cc1ccc([S+](=O)([O-])N2CCn3c(nnc3-c3ccccc3)C2)cc1
#43 Cc1ccsc1C(=O)N1CC(Oc2cccc(-c3nc(-c4ccccc4)no3)c2)C1
#44 Cc1ccccc1Cn1c(=O)n(Cc2ccco2)c(=O)c2sc3ccccc3c21
#45 Cc1cc(C)c(S(=O)(=O)NCC(c2ccco2)S(=O)(=O)c2cccs2)c(C)c1 (stereo not given)
#46 O=C(NCC1CCOCC1)C1CC(=O)N(c2n[nH]c3cc(Br)ccc23)C1 (stereo not given)
#47 O=C(CN1C(=O)COc2ccc(C(=O)COc3cccc(F)c3)cc21)NCc1ccc(F)cc1
#48 O=C(NCCC1CCN(C(=O)Nc2cccc(F)c2)CC1)c1ccco1
Screen / compound no. | 41 | 42 | 43 | 44 | 45 | 46 | 47 | 48
3T3 cytotox | ? | -17% | ? | . | . | i | ? | -21%
GPT2 inhibitor | i | -20% | -8% | . | . | ? | i | ?
FLuc inh | 3% | -6% | ? | . | . | -2% | -2% | -15%
SNCA viab count | -2% | -12% | 4% | -5% | -11% | -4% | -9% | 5%
HEK293 tox | ? | -6% | ? | . | . | -1% | ? | 2%
SNCA expr inh | 0% | -14% | 19% | 6% | 23% | ? | -20% | 4%
IP6K1 inh | 11 | 5 | -3 | -12 | 8 | 1 | 2 | 16

Full records, looked up by structure.
Cc1ccccc1Cn1c(=O)n(Cc2ccco2)c(=O)c2sc3ccccc3c21 in the list: 3T3 cytotox = .; GPT2 inhibitor = .; FLuc inh = .; SNCA viab count = -5%; HEK293 tox = .; SNCA expr inh = 6%; IP6K1 inh = -12
O=C(NCC1CCOCC1)C1CC(=O)N(c2n[nH]c3cc(Br)ccc23)C1 (stereo not given) in the list: 3T3 cytotox = i; GPT2 inhibitor = ?; FLuc inh = -2%; SNCA viab count = -4%; HEK293 tox = -1%; SNCA expr inh = ?; IP6K1 inh = 1

New compounds follow
#49 COc1ccc(CNC[C@H]2Cn3c(-c4ccc(Cl)cc4)cnc3CO2)cn1
#50 Cc1noc(C)c1CC(=O)N1CCCN(C)c2ccccc21
#51 CN1c2cc(C(=O)N3CCc4ccccc4C3)ccc2C(=O)N2CCCC21 (stereo not given)
#52 CCN(CC)C(=O)Cn1ncc2c([nH]c3ccccc32)c1=O
#53 CNC(=O)N1CCC(C2CCN(C(=O)CCc3nc4ccccc4s3)C2)CC1 (stereo not given)
#54 Cn1cc(-c2cnc3[nH]cc(CC(=O)Nc4ccc(C(F)(F)F)cc4)c3c2)cn1
#55 Cc1ccc(NC(=O)CN2C(=O)COc3ccc(S(=O)(=O)N4CCCCCC4)cc32)c(C)c1
Screen / compound no. | 49 | 50 | 51 | 52 | 53 | 54 | 55
3T3 cytotox | ? | 3% | -20% | . | -28% | ? | .
GPT2 inhibitor | ? | 0% | ? | . | i | -8%[88.5 µM] | .
FLuc inh | 4%[172 µM] | -2% | -7% | . | . | 0%[172 µM] | .
SNCA viab count | -4%[87.6 µM] | 0% | 0%[12.5 µM] | 6% | 5% | -12%[87.6 µM] | -5%
HEK293 tox | ? | i | -21% | . | -15% | ? | .
SNCA expr inh | -13%[87.6 µM] | -4% | -15% | 28% | 4% | -15%[87.6 µM] | -6%
IP6K1 inh | 1 | 1 | -12 | 21 | 7 | -8 | 6

Bioassay records as filed in PubChem.

The list is partial; the hit share may differ from the screen's.
